HttQ103 aggreg – inhibitors of mutant huntingtin aggregate formation in PC12 cells; PC12 HttQ103-GFP aggregates, Acumen cytometry, 40 h; Potency, µM (highest dose often 46.1 µM), inactives show top-dose activity change, negative = inhibition, usual class: inhibitors; hit rate 1.1% among 220,000; also: potency is read from the fitted curve at half-maximal effect; % is scaled to controls: 0 for no effect and ±100 for the full control effect; nearly all actives have a fitted effect of over 60% in size
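Huntingtin Q103 exon 1–GFP aggregates in induced PC12 cells (100 nM tebufenozide) were quantified by cytometry from lysates, with compounds dosed in titration.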
CBFb-RUNX1 inh – CBF-beta/RUNX1 interaction disruption; 230,000 tested, under 10 active; AlphaScreen CBFb-His/RUNX1-biotin binding, biochemical; Q01196+Q13951; Potency, µM (highest dose often 59.8 µM), for inactives: at the highest dose activity, negative = inhibition, actives largely listed as inhibitors; also: % of control where 0% means no effect
Target sequence (Q01196 whole entry, looked up): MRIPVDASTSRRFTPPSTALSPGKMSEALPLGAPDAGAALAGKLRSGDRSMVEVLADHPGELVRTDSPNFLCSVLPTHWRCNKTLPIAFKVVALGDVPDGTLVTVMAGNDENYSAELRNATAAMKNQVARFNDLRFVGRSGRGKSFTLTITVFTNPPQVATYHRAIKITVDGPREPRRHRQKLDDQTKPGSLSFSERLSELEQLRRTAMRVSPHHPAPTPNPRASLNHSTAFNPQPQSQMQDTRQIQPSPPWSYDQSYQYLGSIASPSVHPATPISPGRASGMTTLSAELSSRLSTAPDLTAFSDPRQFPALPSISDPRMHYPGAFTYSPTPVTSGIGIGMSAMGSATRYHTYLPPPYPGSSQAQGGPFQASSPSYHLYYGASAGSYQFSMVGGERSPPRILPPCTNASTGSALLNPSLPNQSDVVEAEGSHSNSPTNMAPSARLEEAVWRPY
Target sequence (Q13951 whole entry, looked up): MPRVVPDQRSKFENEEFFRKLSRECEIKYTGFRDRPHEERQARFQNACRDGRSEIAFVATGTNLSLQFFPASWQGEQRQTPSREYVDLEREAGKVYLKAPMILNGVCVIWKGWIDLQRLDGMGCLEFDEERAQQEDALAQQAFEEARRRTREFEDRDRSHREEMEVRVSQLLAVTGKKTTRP
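Compounds were screened at multiple concentrations against a preformed CBF-beta(His)/RUNX1(biotin) complex (30 nM of each) for 15 min at room temperature, followed by 90 min with nickel and streptavidin beads and AlphaScreen reading.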
IMPase Li cell – membrane-permeable IMPase blocker, potentiated with lithium. CHO-M1 cells, IP1 TR-FRET (IP-One), carbachol + lithium. Potency, µM (series often up to 59.4 µM), inactives show top-dose activity, negative = IMPase inhibition, usual class: inhibitors. hit rate 0.35% among 210,000;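 also: IP1 builds up when IMPase is blocked and the TR-FRET signal falls; potency is read from the fitted curve at half-maximal effect; plate controls were basal vehicle for no effect and high inhibitor control for full effect; nearly all actives have a fitted effect of over 50% in size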
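IP1 accumulation measured by competitive TR-FRET in lysed CHO-M1 cells after 30 min compound exposure at 37C, with a small lithium addition to potentiate weak responses. Hill-equation AC50 from ratio and donor-channel data.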
Epigenetic derep – epigenetic control regulation, reporter derepression. hit rate 0.2% among 280,000. Potency, µM (doses to about 53.9 µM), for the others: at the top dose GFP activation, usual class: activators. murine LDR cells, GFP reporter derepression, 30 h; also: potency is read from the fitted curve at half-maximal effect; % of control where 0% means no effect; nearly all actives have a fitted effect of over 60% in size
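Murine LDR cells bearing a silenced CMV-driven GFP reporter were exposed to compound for 30 h at 37 C. After PBS washes, GFP-positive cells (20-120 um objects) counted by laser-scanning microplate cytometry.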
Lamin A splicing – changes lamin A minigene splicing in HeLa cells; HeLa LMNA splicing GFP/RFP minigene ratio, 48 h; Potency, µM (highest dose often 46.1 µM), inactives show at the top dose ratio change, negative = inhibition, usual class: inhibitors; hit rate 0.01% among 200,000; AID 1487; active = well fitted inhibition curve with a large enough effect in the signal ratio, with a control signal flat, not every such curve was filed as active; inconclusive = small, poorly fitted or top-dose-only effect, or effect the other way, or a change in a side signal; the % refers to the signal ratio; also: potency is read from the fitted curve at half-maximal effect; % is scaled to controls: 0 for no effect and ±100 for the full control effect
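S3 HeLa cells stably expressing lamin A-EGFP splicing minigene plus DsRed2, 600 cells/well, 48 h compound exposure at 37C. Laser-scanning cytometry; analysed as GFP (500-530 nm)/RFP (575-640 nm) total intensity ratio; 0.5% DMSO vehicle.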
NPSR antag – antagonists of human neuropeptide S receptor cAMP signaling. hit rate 1% among 220,000. AID 1461. Q6W5P4. CHO-NPSR cells, cAMP TR-FRET, antagonist mode. Potency, µM (top dose mostly 38.3 µM), inactives show at the highest dose activity change, negative = inhibition, hits mostly inhibitors; also: potency is read from the fitted curve at half-maximal effect; % is scaled to controls: 0 for no effect and ±100 for the full control effect; nearly all actives have a fitted effect of over 50% in size; many of its hits are not listed in these tables
Target sequence (Q6W5P4 whole entry, looked up): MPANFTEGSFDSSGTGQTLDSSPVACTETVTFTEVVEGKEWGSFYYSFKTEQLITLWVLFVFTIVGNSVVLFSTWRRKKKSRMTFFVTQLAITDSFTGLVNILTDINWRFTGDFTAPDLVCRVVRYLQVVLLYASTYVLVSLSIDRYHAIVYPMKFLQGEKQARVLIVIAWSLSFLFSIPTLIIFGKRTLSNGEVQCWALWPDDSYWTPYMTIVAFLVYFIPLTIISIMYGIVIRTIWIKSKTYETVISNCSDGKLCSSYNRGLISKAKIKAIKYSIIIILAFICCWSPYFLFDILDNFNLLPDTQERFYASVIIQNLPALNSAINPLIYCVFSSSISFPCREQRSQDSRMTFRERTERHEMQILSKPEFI
KinaseGlo FLuc – blocks Kinase-Glo luciferase, a counter-screen artifact; Kinase-Glo luciferase, ATP luminescence, 8 min; Potency, µM (top dose mostly 38.3 µM), inactives show top-dose activity change, negative = inhibition, most hits filed as inhibitors; hit rate 0.28% among 200,000; AID 1379; also: potency is read from the fitted curve at half-maximal effect; % is scaled to controls: 0 for no effect and ±100 for the full control effect; nearly all actives have a fitted effect of over 60% in size
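Inhibition of Kinase-Glo luciferase light generation was assessed at 10 uM ATP in pH 7.2 imidazole buffer, with luminescence measured after eight minutes at ambient temperature.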
The depositor's hits bear a star; ? = inconclusive; · = not tested or not shown; [ ] = remark or other dose. Unless noted, calls follow the shape of the dose curve; as a rule, active = well fitted curve in the direction sought with a large enough effect; inconclusive = small, poorly fitted or top-dose-only effect, or another doubt; inactive = no such curve, though single readings can be large; an effect the other way counts as inactive or inconclusive. An excerpt; count on the stated rates, not on these rows.

Results follow in this order: CBFb-RUNX1 inh | Epigenetic derep | HttQ103 aggreg | Lamin A splicing | IMPase Li cell | NPSR antag | KinaseGlo FLuc
(1) Nc1nnc(SCC(=O)Nc2ccc3c(c2)OCCO3)s1
  -4% | -0.7% | 10% | 1% | 0%[38.3 µM] | -2%[46.1 µM] | -2%
(2) O=C(Nc1ccc(F)c(Cl)c1)c1nsc(Cl)c1Cl
  4% | 0.0% | 3%[9.22 µM] | · | · | 9% | ·
(3) O=C(OCCCN=C1NS(=O)(=O)c2ccccc21)c1ccc(F)cc1
  -6% | 0.6% | ? | -3% | 11%[38.3 µM] | -13%[46.1 µM] | 18%
(4) CCCCSc1nnc(-c2ccc(NC(=O)CCc3ccccc3)cc2)n1C
  10% | 2.3% | -6% | -14% | 0% | -8%[46.1 µM] | 0%
(5) O=C(N/N=C/c1ccc(N2CCOCC2)cc1)c1ccccn1
  -2% | -1.6% | 12%[9.22 µM] | · | · | -10% | ·
(6) Nc1nc(-c2ccc(Br)s2)c(Br)s1
  -12% | -1.1% | -2% | -7% | 11%[38.3 µM] | -11%[46.1 µM] | -6%
(7) CCOC(=O)N1CCN(Cc2nc(-c3cccs3)no2)CC1
  13% | -4.8% | -2%[9.22 µM] | ? | -1% | 0% | 3%
(8) N=c1c2c(n(Cc3cccc(Cl)c3)c3c1CCC3)CCCC2
  1% | -1.0% | 10µM* | ? | 18% | -13% | 2%
(9) CCOc1ccc(C(=O)c2cc3ccc(O)cc3oc2=O)cc1
  1% | -0.3% | -32% | · | 0% | -31% | 9%
(10) Cc1cc(C)n(C2CC(=O)N(c3cc(Cl)cc(Cl)c3)C2=O)n1 (stereo not drawn)
  1% | 3.7% | -5%[9.22 µM] | · | · | -2% | ·
(11) COC(=O)CC1c2ccccc2C=C(/C=C/c2ccc3c(c2)OCO3)N1C(=O)OC (stereo not drawn)
  -4%[13.1 µM] | · | · | ? | 15% | · | -5%[7.66 µM]
(12) Cc1nnc(SCC(=O)NC(C)(C)C)n1CCc1ccccc1
  2% | -1.0% | 19% | 5% | 11% | 9% | 3%
(13) CC(C)COc1ccc(C/C(N)=N/n2cnnc2)cc1
  1% | -1.1% | · | 0%[46 µM] | 8% | 22% | 0%
(14) Cc1ccc(SCC(=O)Nc2ccc3c(c2)C(=O)NC3=O)cc1
  3% | -0.4% | 7% | -6%[46 µM] | 12% | -14% | -1%
(15) COc1ccc(-n2cc(CN3CCCC3)c(-c3cccc(F)c3)n2)cc1
  -2% | 1.6% | 7%[9.22 µM] | ? | 8% | 2% | 1%
(16) O=C(c1ccccc1NS(=O)(=O)c1ccc2c(c1)OCCO2)N1CCOCC1
  4% | -1.0% | 2% | -7% | 4% | -2% | -1%
(17) O=C(Cn1cnc2ccccc2c1=O)Nc1ccc(-c2nnc3n2CCCCC3)cc1
  11% | -0.4% | -4% | 1% | -5%[38.3 µM] | -11%[46.1 µM] | 0%
(18) Cc1nn(C(C)CC(=O)O)c(C)c1C (stereo not drawn)
  2% | -0.1% | 13%[9.22 µM] | -3% | -8%[38.3 µM] | -4%[46.1 µM] | 0%
(19) CCOC(=O)c1c(C)[nH]c(C)c1C(=O)COC(=O)CCOc1ccccc1OC
  -16% | 1.5% | -15% | 4% | 2%[38.3 µM] | 1%[46.1 µM] | -2%
(20) CN1CCN(CCc2nc3cc(NC(=O)c4ccco4)ccc3n2C)CC1
  5% | 4.2% | 6%[9.22 µM] | · | · | 28% | ·
(21) O=C(Cn1cnc2c(cnn2-c2ccccc2Cl)c1=O)N1CCc2ccccc21
  -3% | -1.9% | -17% | 5% | -11%[38.3 µM] | -7%[46.1 µM] | 0%
(22) CCN(CC)S(=O)(=O)c1ccc(N2CCOCC2)c(NC(=O)CNCCc2ccccc2)c1
  0% | -3.3% | 9%[9.22 µM] | · | · | 37% | ·
(23) Cc1cccn2c(=O)c(/C=C(\C#N)C(=O)NC3CCS(=O)(=O)C3)c(N3CC(C)OC(C)C3)nc12 (stereo not drawn)
  0% | -0.2% | -9%[9.22 µM] | · | · | 8% | ·
(24) C=C[C@]1(C)Cc2occ(C)c2C[C@H]1C(=C)C(=O)O
  -3% | 0.0% | · | · | 8% | · | -4%
(25) COCCNC(=O)c1ccc(C2SCC(=O)N2Cc2ccco2)cc1 (stereo not drawn)
  1% | 0.0% | -7%[9.22 µM] | · | 5% | -1% | 3%
(26) Cc1nn(Cc2c(F)c(F)c(F)c(F)c2F)c(C)c1NC(=O)c1cccc(COc2ccccc2Cl)c1
  -2% | -1.9% | 1% | 11% | 8%[38.3 µM] | -10%[46.1 µM] | -2%
(27) CCOC(=O)c1ccc(Oc2nc(SC)nc(N(C)C)n2)cc1
  21% | 0.0% | -4% | -1% | 45%[activator][38.3 µM] | ? | 2%
(28) CC(C)Cn1cnc2c(c1=N)C(c1ccccc1)C1=C(CC(C)(C)CC1=O)O2 (stereo not drawn)
  6% | 3.8% | 3%[9.22 µM] | · | · | 1% | ·
(29) CCCc1[nH]nc2c1C(c1ccc(OCCN3CCOCC3)c(OCC)c1)C(C#N)=C(N)O2 (stereo not drawn)
  -3% | 0.9% | 20% | 2% | 15%[38.3 µM] | 1%[46.1 µM] | -1%
(30) Cc1cc(Nc2ccc(F)cc2C)n2nc(C)nc2n1
  -2% | -4.6% | ? | 0% | -4%[38.3 µM] | 4%[46.1 µM] | -1%
(31) COc1ccc(C(=O)NC2CCN(C(=S)Nc3cccc(C)c3C)CC2)cc1
  -3% | 5.8% | 3% | -1% | 6%[38.3 µM] | -3%[46.1 µM] | 3%
(32) Cn1cc(S(=O)(=O)Nc2ccc(F)cc2F)c(=O)n(C)c1=O
  5% | 0.0% | -9% | -10% | 19%[38.3 µM] | -7%[46.1 µM] | 2%
(33) COc1ccc(N(Cc2cc3ccccc3[nH]c2=O)S(C)(=O)=O)cc1
  6% | 9.3% | 4% | ? | -5% | 6% | 1%
(34) O=c1[nH]c2ccsc2c(=O)n1-c1ccc(F)cc1
  8% | -1.0% | ? | ? | -1%[38.3 µM] | -5%[46.1 µM] | -3%
(35) O=C(Nn1cnnc1)c1cc(-c2ccccn2)nc2ccccc12
  6% | 0.0% | -9% | 2% | 21%[38.3 µM] | -3%[46.1 µM] | -5%
(36) Cc1cc(NC(=O)CSc2ccc(-c3ccc4c(c3)OCO4)nn2)no1
  7% | 8.3% | -8% | -5%[46 µM] | -19% | -39% | -8%
(37) CCCCCn1c(SCC2CCCO2)nc2cc(C(=O)N3CCC(C(N)=O)CC3)ccc2c1=O (stereo not drawn)
  1% | -2.9% | 28% | 11%[0.0737 µM] | -6%[38.3 µM] | -29%[46.1 µM] | 0%
(38) Cc1cc(=O)n2c(ccc3ccccc32)c1C#N
  10% | -0.9% | 2% | ? | -9%[38.3 µM] | 0%[46.1 µM] | -3%
(39) Cc1cc(C)cc(N(C(=O)Cn2nnc(-c3ccccc3)n2)C(C(=O)NC2CCCCC2)c2ccccn2)c1 (stereo not drawn)
  0% | 3.0% | 9% | -15% | 11% | 18% | -1%
(40) C[C@@H](CN(C)C)CN1c2ccccc2CCc2ccccc21
  -5%[21.7 µM] | 0.0%[16.9 µM] | 0%[20.6 µM] | ? | 25% | · | -1%[17.1 µM]
(41) O=C(/C=C/Nc1ccc(Cc2ccc(N/C=C/C(=O)C(F)(F)F)cc2)cc1)C(F)(F)F
  0% | 7.9% | -3% | -13% | 0% | 4%[46.1 µM] | 3%
(42) CC(C(=O)NC1CC(C)(C)NC(C)(C)C1)c1ccc([N+](=O)[O-])cc1 (stereo not drawn)
  21% | -0.6% | 13% | -8%[46 µM] | 3% | 18% | 0%
(43) Cc1c(OC(=O)CNC(=O)OC(C)(C)C)ccc2c3c(c(=O)oc12)CCC3
  6% | 3.0% | -10% | ? | -4%[38.3 µM] | -11%[46.1 µM] | -2%
(44) COc1ccc(Cl)cc1NC(=S)N(CCCN1CCOCC1)Cc1cn(C)c2ccccc12
  -19% | -0.9% | ? | 5% | 9% | -30% | -1%
(45) Cc1c(Cl)cccc1NC(=O)CCN1CCCCCC1
  6% | 1.1% | 9% | -8% | 30%[38.3 µM] | -10%[46.1 µM] | -2%
(46) Cc1ccc(C(=O)N2C(=O)c3cccc(N)c3C2=O)o1
  10% | 0.0% | 8%[9.22 µM] | · | · | 5%[7.67 µM] | ·
(47) Cc1nnc(NC(=O)CSc2nnc(-c3ccco3)o2)s1
  -10% | -0.1% | 10% | -2%[9.22 µM] | 5% | 6% | 4%
(48) CCOC(=O)c1nn(-c2ccccc2)c(C(=O)OCC)c1N
  8% | -1.1% | 8% | -3% | 19%[38.3 µM] | -1%[46.1 µM] | 2%
(49) CCNc1nc(C)c(CN(C(C)=O)c2ccccc2)nc1C#N
  2% | 0.1% | -12% | -2% | -13% | 3% | -4%
(50) COc1cc(/C=N/NC(=O)CC2(C)OCCCO2)ccc1OCc1ccccc1
  -6% | 0.0% | -11% | -4% | 8% | 4% | -1%
(51) COCCCN(C(=O)Cn1ncc2c(=O)oc3ccc(C)cc3c21)C(C)c1ccncc1 (stereo not drawn)
  0% | -1.0% | 16% | -8% | 4% | 1%[46.1 µM] | 0%
(52) COc1ccc(OC)c(/C=N/NC(=O)c2ccc3nc[nH]c3c2)c1
  1% | 0.4% | -8%[9.22 µM] | · | · | 14% | ·
(53) CC(O)[C@H]1CNC(=O)C(=O)N1CC1CCCCC1 (stereo partly drawn)
  21% | -3.1% | -2%[9.22 µM] | · | · | 12% | ·
(54) COc1cc([N+](=O)[O-])cc2sc(NC(=O)C3CC3)nc12
  20% | -3.9% | 2% | 0%[46 µM] | 22µM* | ? | -5%
